Lipid storage S3: qHTS Assay for Lipid Storage Modulators in Drosophila S3 Cells | Potency in µM for hits, for the others lipid storage change, negative = inhibition, % at the top dose, mostly 46.1 µM | AID 2685 | hit rate 0.64% among 320,000 | Drosophila S3 cells, BODIPY lipid droplet fluorescence, 18-24 h; cells fed with added oleic acid; active = well fitted inhibition curve with a large enough effect in the signal ratio, with a control signal flat, not every such curve was filed as active; inconclusive = small, poorly fitted or top-dose-only effect, or effect the other way, or a change in a side signal; the % refers to the signal ratio
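Drosophila S3 cells got compounds at several concentrations plus oleic acid (400 uM solution). Laser-scanning cytometry with 488 nm excitation read lipid droplets at 500-530 nm and cells at 575-640 nm. Percent activity was relative to 20 uM Triacsin C.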
Lipid storage S3 cell count max: also measured in Lipid storage S3; calls as there; cell number change, %; measured here: cell count max response;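 cells counted by Cell Tracker Red CMTPX staining in the red channel; peak over a dose series mostly up to 46.1 µM; percent activity relative to internal control wells on each plate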
The depositor's hits bear a star; i = inactive; ? = inconclusive; nt = no result given. % is set by controls: 0 for no effect and ±100 for the full control effect; potency is the fitted concentration of half-maximal effect. These rows are one share of the data, so the mix of outcomes need not match the whole.

SMILES	Lipid storage S3	Lipid storage S3 cell count max
CC(C)(C)NC(=O)c1ccc2nsnc2c1	11%	13
CCn1nc(C)c(CNC(=O)Nc2ccc3c(c2)OCO3)c1C	1%	3
COc1cccc(OCc2cc(C(=O)NC(C)c3cnn(C)c3C)no2)c1 (stereo not drawn)	i	nt
Cc1cccc(NC(=O)C2CCCN2/C=C/C(=O)C(F)(F)F)c1C (stereo not drawn)	-8%	-7
Cc1ccc(CSc2nc3c(c(=O)[nH]2)CCC3)cc1	?	nt
O=C(CCCN1C(=O)c2ccccc2C1=O)N1CCN(c2ccccn2)CC1	41%	4
O=C(O)c1c2c(nc3ccccc13)/C(=C/c1ccccc1[N+](=O)[O-])CCC2	?	nt
CC(=O)Oc1ccc(C(=O)Nc2ccc3c(c2)OCCO3)cc1	-26%	-1
CC1CC(=O)NN=C1c1cccs1 (stereo not drawn)	-6%	-7
COc1ccc(N2CCN(C(=O)COC(=O)c3ccco3)CC2)cc1	-2%	6
O=C(O)CCCC(=O)N1CCN(C(c2ccccc2)c2ccccc2)CC1	0%	-5
O=C(O)Cn1c(=O)c(-c2ccccc2)nc2ccccc21	10%	3
CS(=O)(=O)N(CC(=O)N1CCN(c2ccccc2)CC1)C1CCCCC1	?	nt
Cc1nc2ccccc2c(=O)n1Cc1ccc([N+](=O)[O-])cc1	?	nt
N#Cc1cnc(SCCc2ccccc2)nc1N	i	nt
CCCCn1c(SCC(=O)NCc2ccco2)nc2ccccc2c1=O	?	nt
CC(=Nc1ccc(C)c(C)c1)C1=C(O)CSC1=O	22%	16
CCOc1ccc(NC(=S)/C(=C(\[O-])c2ccc(C)c([N+](=O)[O-])c2)[n+]2ccccc2)cc1	?	nt
COc1ccccc1-n1c(CNc2ccc(F)cc2)nnc1SCC(=O)Nc1cc(C)on1	-9%	-20
O=c1c2c(nc3cc(-c4ccc(Br)cc4)[nH]n13)CCCC2	-18%	0
Cc1cc(C(=O)CSc2n[nH]c(N)n2)c(C)n1-c1ccccc1	?	nt
CNC(=S)Nn1cnc2ccccc21	-1%	-4
CC1=C(C(=O)O)N2C(=O)C(NC(=O)c3nn(C)c(C)c3Cl)C2SC1 (stereo not drawn)	2%	-7
O=C(/C=C/c1ccccc1)CC(O)(c1ccccc1)C(F)(F)F (stereo not drawn)	?	nt
CN(C)c1cc(NC(=O)CN2CCOCC2)c2ccccc2n1	0%	2
N#Cc1ccc(NC(=O)Cn2c3[n+](c4ccc(C(F)(F)F)cc42)CCCCC3)cc1	?	nt
CCN(CC)S(=O)(=O)c1ccc(NCC2COc3ccccc3O2)c([N+](=O)[O-])c1 (stereo not drawn)	1%	-5
COc1ccccc1CC(=O)c1ccc(OCc2ccccc2)cc1	?	nt
COc1cc(/C=C/C(=O)OCc2cn3cc(Cl)ccc3n2)ccc1O	29%	nt
CN(C)S(=O)(=O)Oc1ccc(C(=O)Nc2cccc(C(F)(F)F)c2)cc1	?	nt
Cc1ccccc1CN1CCC(n2nccc2NC(=O)c2ccc3c(c2)OCO3)CC1	?	nt
COc1ccc(-n2nnnc2/C=C\Nc2ccc(C)cc2)cc1	?	nt
CN(C(=O)COC(=O)c1ccccc1Cc1ccccc1)c1c(N)n(Cc2ccccc2)c(=O)[nH]c1=O	20%	19
CS(=O)(=O)N(CCc1ccccc1)CC(=O)N1CCCC1	7%	nt
COc1ccc(S(=O)(=O)NCC2CCCN(C(=O)c3occc3C)C2)cc1 (stereo not drawn)	-5%	-9
Clc1cccc(Nc2ncnc3c2cnn3-c2ccccc2)c1	?	nt
CCC(C)Nc1nc2c(c(=O)[nH]c(=O)n2C)n1CCOc1ccccc1 (stereo not drawn)	?	nt
COc1ccc(-c2noc(CN(C)Cc3ccccc3)n2)cc1	-1%	-17
CCCCCCCCC(=O)N/N=C/c1ccccn1	?	nt
CCOc1ccc(C(=O)Cn2cnc3ccccc3c2=O)cc1	4%	1
COc1cccc(NC(=O)c2nnn(CCc3ccccc3)c2N)c1	?	nt
Cn1/c(=N/N=C/c2ccccn2)sc2ccccc21	?	nt
O=C(COc1ccccc1C(=O)Nc1ccccc1)c1ccc(Br)cc1	?	nt
CN1CCN(CCCCOc2ccccc2-c2ccccc2)CC1	?	nt
Cc1ccc(/C=N/NC(=O)C(C)Oc2ccccc2[N+](=O)[O-])s1 (stereo not drawn)	-2%	-11
N#Cc1ccc(N2C(=O)[C@@H]3C(C(=O)c4cnccn4)=NN[C@@H]3C2=O)cc1	-9%	-1
O=C(NC1CCCCC1)c1cc([N+](=O)[O-])ccc1N1CCOCC1	?	nt
Nc1ccccc1C(=O)NCc1ccccc1	?	nt
O=C(CNC(=O)c1ccco1)OCC(=O)c1ccc([N+](=O)[O-])cc1	i	nt
CCOC(=O)c1c(-c2ccccc2)csc1NC(=O)c1ccc(N2C(=O)CCC2=O)cc1	-17%	nt
O=S(=O)(CCc1nnc(-c2ccccc2)o1)c1ccc2ccccc2c1	9%	-5
O=C(COc1ccc(Cl)cc1)Nc1nc(-c2ccc(S(=O)(=O)N3CCOCC3)cc2)cs1	?	nt
Cc1c(N=C2N=C(NC(=O)Nc3ccc(Cl)cc3)c3ccccc32)c(=O)n(-c2ccccc2)n1C	?	nt
CN1CCN(C(=O)C2=C[C@H](C3CCCCC3)C[C@H](OCc3ccc(CO)cc3)O2)CC1	-17%	-4
CNc1nnc(SCC(=O)c2c(N)n(C3CC3)c(=O)[nH]c2=O)s1	?	nt
CCOC(=O)c1ccc(NC(=S)NCCc2ccccc2)cc1	?	nt
CC(CNC(=O)CCn1ccc2cc(S(=O)(=O)N3CCCC3)ccc21)c1ccccc1 (stereo not drawn)	?	nt
O=C(NCCn1cccn1)c1ccc(OC2CCN(C(=O)C3CC3)CC2)cc1	?	nt
Cc1ccc(C)n1-c1ccc(C(=O)NN)s1	?	nt
O=c1c2ccccc2c(-c2ccc(Cl)cc2)nn1-c1ccccc1	14%	nt

Other compounds:
SMILES	Lipid storage S3	Lipid storage S3 cell count max
COCCn1c(N)c(N(Cc2ccccc2)C(=O)COc2ccc(F)cc2Cl)c(=O)[nH]c1=O	17%	17
CN(c1ccc(C(=O)NCc2cccnc2)cc1)S(C)(=O)=O	-2%	10
CCOC(=O)c1cnc2c(cnn2C)c1NCCC#N	i	nt
COc1ccc(NC(=O)CCN2CCN(C/C=C/c3ccccc3)CC2)cc1	-3%	16
Cc1cc(C(=O)Nc2c(C)n(C)n(-c3ccccc3)c2=O)c(C)o1	14%	9
CSc1nnc(-c2ccc(Br)s2)n1C	-1%	-2
O=[N+]([O-])c1ccc(C2=NN(CCO)C(=Nc3ccc(OC(F)(F)F)cc3)SC2)cc1	1%	6
CNC(=S)NNC(=O)CNc1ccc(C)c(Cl)c1	6%	12
CN(CC(=O)Nc1cccc(F)c1)C(=O)c1ccccc1CCc1ccccc1	?	nt
CCCN(C(=O)/C=C/c1ccco1)c1c(N)n(Cc2ccccc2)c(=O)[nH]c1=O	-6%	0
CCC(CC)C(=O)c1c[nH]c(C(=O)NCCOC)c1	?	nt
CN(C(=O)c1c(Br)cnn1C)C12CC3CC(CC(C3)C1)C2	?	nt

Reformatted with bars between the fields: 2 of the compounds above.
SMILES | Lipid storage S3 | Lipid storage S3 cell count max
COc1ccc(NC(=O)CCN2CCN(C/C=C/c3ccccc3)CC2)cc1 | -3% | 16
CCCN(C(=O)/C=C/c1ccco1)c1c(N)n(Cc2ccccc2)c(=O)[nH]c1=O | -6% | 0

Additional results
SMILES	Lipid storage S3	Lipid storage S3 cell count max
CC(=O)Nc1cccc(NC(=O)CCNC(=O)c2ccc(Cl)cc2)c1	-13%	-1
COc1ccc(/C=C(\C#N)C(=O)ONC2=NCCCCC2)cc1	9%	19
C(=NCCCN1CCOCC1)c1ccc2c(c1)OCO2	?	nt
O=C(CCSc1ccccc1)NC(=O)COC(=O)C1CCCCC1	?	nt
COC(=O)CSc1ccc(-c2nc3ccc(C)cc3[nH]2)cn1	?	nt
CN(Cc1ccc(Cl)cc1)C(=O)c1ccccc1SCC(=O)N1CCCC1	?	nt
CC(Oc1cc2oc(=O)c3c(c2cc1Cl)CCC3)C(=O)NCC1CCC(C(=O)O)CC1 (stereo not drawn)	-3%	-9
CCc1cccc(C)c1NC(=S)NCc1ccc2[nH]c(C)cc2c1	-7%	-8
Cc1ccnc(NC(=O)CCC(=O)N(CC(=O)NCCc2ccccc2)c2ccccc2F)c1	?	nt
COc1cccc(N2CCN(C(=O)c3ccc(CS(=O)c4ccc(C)cc4)o3)CC2)c1 (stereo not drawn)	?	nt
COc1cc(OC)cc(-c2cc(N3C(=O)Nc4ccccc4N3O)n[nH]2)c1	?	nt
COc1ccc(N(CCC(=O)O)S(=O)(=O)c2ccc(C)cc2C)cc1	?	nt
O=C(NN1C(=O)c2cc(Br)ccc2NC1c1ccccc1Cl)c1ccncc1 (stereo not drawn)	?	nt
S=C(NCCN1CCOCC1)NC1CCCCC1	?	nt
CC1CN(C(=O)CCC(=O)N2CCOCC2)c2ccccc2O1 (stereo not drawn)	5%	20
CC(C)N(C#N)c1nc(N2CCOCC2)nc(N2CCOCC2)n1	15%	16
CCc1ccc(C(=O)NNC(=O)C2CCN(c3ncnc4sc(C)c(C)c34)CC2)cc1	?	nt
COc1cccc(CCc2nnc(CCC(=O)N3CCN(Cc4ccccn4)CC3)o2)c1	-21%	-4
O=C(COc1ccccc1)N1CCN(C(=O)COc2ccccc2)CC1	i	-13
CC(Oc1ccc(F)cc1)C(=O)N(CCC1=CCCCC1)c1c(N)n(Cc2ccccc2)c(=O)[nH]c1=O (stereo not drawn)	?	nt
Cc1cc(N2CCOCC2)nc2ccccc12	6%	7
O=C(O)c1ccc(CNCc2ccc(F)cc2)cc1	5%	-17
O=C(O)c1cc(NS(=O)(=O)c2ccc3ccccc3c2)ccc1O	-2%	17
CCOC(=O)C1CCCN(C(=O)c2ccccc2Oc2ccccc2)C1 (stereo not drawn)	?	nt

Structures above that have a COOH group (eight):
SMILES	Lipid storage S3	Lipid storage S3 cell count max
O=C(O)c1c2c(nc3ccccc13)/C(=C/c1ccccc1[N+](=O)[O-])CCC2	?	nt
O=C(O)CCCC(=O)N1CCN(C(c2ccccc2)c2ccccc2)CC1	0%	-5
O=C(O)Cn1c(=O)c(-c2ccccc2)nc2ccccc21	10%	3
CC1=C(C(=O)O)N2C(=O)C(NC(=O)c3nn(C)c(C)c3Cl)C2SC1 (stereo not drawn)	2%	-7
CC(Oc1cc2oc(=O)c3c(c2cc1Cl)CCC3)C(=O)NCC1CCC(C(=O)O)CC1 (stereo not drawn)	-3%	-9
COc1ccc(N(CCC(=O)O)S(=O)(=O)c2ccc(C)cc2C)cc1	?	nt
O=C(O)c1ccc(CNCc2ccc(F)cc2)cc1	5%	-17
O=C(O)c1cc(NS(=O)(=O)c2ccc3ccccc3c2)ccc1O	-2%	17

(continued)
SMILES	Lipid storage S3	Lipid storage S3 cell count max
COc1cc(CC(=O)OCC(=O)N2CC(C)CC(C)C2)cc(OC)c1OC (stereo not drawn)	?	nt
O=C(CNS(=O)(=O)c1ccc(Br)s1)NC1CCCc2ccccc21 (stereo not drawn)	19%	-8
Cc1ccc(N=C2CCCN2Cc2ccccc2)c(C#N)c1	0%	6
O=C(CNC(=O)c1ccc(Cl)cc1)OCC(=O)c1ccc2c(c1)OCCO2	i	nt
CCc1ccccc1NC(=O)CN(C)C(=O)c1cc(C2CC2)nn1-c1ccccc1	?	nt
COCc1cc(=O)[nH]c(/N=C(\N)Nc2cccc(Cl)c2)n1	?	nt
CSc1nc(NCC(C)C)nc(N2CCOCC2)n1	i	2
O=S(=O)(O)c1ccc(N2N=C(c3ccccc3)CC2c2ccccc2)cc1 (stereo not drawn)	?	nt
CC1COc2ccccc2N1C(=O)c1ccc(Cl)nc1 (stereo not drawn)	?	nt
C=CCN(c1ccccc1)S(=O)(=O)c1cccc(C(=O)Nc2nc3ccccc3[nH]2)c1	9%	-4
CN1Cc2c(N3CCOCC3)nc3sc(C(=O)c4ccc(Br)cc4)c(N)c3c2CC1(C)C	?	nt
C/C(N)=C(/C#N)C(=O)COc1ncnc2ccc(Br)cc12	?	nt

Exported field by field: entries from further up
C=CCN(c1ccccc1)S(=O)(=O)c1cccc(C(=O)Nc2nc3ccccc3[nH]2)c1
  Lipid storage S3: 9%; Lipid storage S3 cell count max: -4
CN1Cc2c(N3CCOCC3)nc3sc(C(=O)c4ccc(Br)cc4)c(N)c3c2CC1(C)C
  Lipid storage S3: ?; Lipid storage S3 cell count max: nt

Next compounds follow:
SMILES	Lipid storage S3	Lipid storage S3 cell count max
Cc1ccc(S(=O)(=O)N2CCN(CC(=O)Nc3ccccc3Cl)CC2)cc1	?	nt
Cc1ccc(-n2nc3c(=O)n(CCCC(=O)N4CCC(C(N)=O)CC4)nc(C)c3c2C)cc1	?	nt
CC(C)C(NC(=O)C1CCCCC1)C(=O)NCc1ccccn1 (stereo not drawn)	0%	15
COc1ccc2[nH]c(=O)c(C(c3nnnn3CC3CCCO3)N3CCc4ccccc4C3)cc2c1 (stereo not drawn)	?	nt
COc1ccc(C(=O)NC(=S)Nc2ccc(S(=O)(=O)Nc3cc(OC)nc(OC)n3)cc2)cc1	?	nt
CC(=O)c1cccc(N(C(=O)Cn2nnc3ccccc32)C(C(=O)NCc2ccccc2)c2ccccn2)c1 (stereo not drawn)	?	nt
Cc1ccccc1-c1cc(C(=O)n2cccn2)c2cc(Cl)ccc2n1	-3%	-17
COC(=O)CCC(=O)OC1(C)C(=O)C=C2C=C(C3CC3)N(CCCOC(C)C)C=C2C1=O (stereo not drawn)	?	nt
CCOC(=O)C1CCCN(C(=O)C2CCN(S(=O)(=O)c3ccc4ccccc4c3)CC2)C1 (stereo not drawn)	?	nt
CNc1ccccc1	?	nt
COc1ccccc1OCc1ccc(C(=O)N(C)c2ccccc2)o1	?	nt
Cc1cc(NC(=O)CCN2C(=O)C3C4CCC(C4)C3C2=O)cc(C)c1Br (stereo not drawn)	?	nt

Bioassay records (PubChem BioAssay)
